RAD52 anneal inh: RAD52 DNA annealing inhibitors, primary screen, biochemical, FRET, single point, set 2. DNA repair protein RAD52 homolog (Homo sapiens), P43351. recombinant RAD52 DNA annealing, FRET fluorescence. inhibition, % at 18.7 µM. actives 0.46% (n = 360,000). AID 651710, 2012;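 active means every replicate showing at least 50% inhibition; inconclusive means mean inhibition at least 50% but not in every replicate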
DENV2 CPE: inhibitors of DENV2 cytopathic effect, primary screen, cell-based, plate reader, single concentration; CPE inhibition, % at 9.99 µM; DENV2-infected cells, cytopathic effect rescue; AID 651640, 2012; actives 1.7% (n = 350,000); in the data active means CPE inhibition above about 20%, passing the limit was not always enough; inconclusive means no clear call, values can overlap the other calls; tested in BHK-21 cells;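 further: 0% = median of neutral control wells and 100% = median of positive control wells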
Casp6 inh: human caspase-6 inhibitors, primary screen, biochemical, VEID-R110 fluorescence, single point, set 2 | P55212 | purified caspase-6, Z-VEID-R110 cleavage fluorescence | inhibition, % at 12.5 µM | actives 0.53% (n = 350,000) | AID 686996, 2013;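 active means mean inhibition across replicates at least about 35%, with every replicate also reaching that limit, limit read from the data; inconclusive means only one of the two criteria met; inactive means neither criterion met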;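 further: 0% = median of neutral control wells and 100% = no fluorescence left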
Target sequence (P55212 24-179 limits assumed): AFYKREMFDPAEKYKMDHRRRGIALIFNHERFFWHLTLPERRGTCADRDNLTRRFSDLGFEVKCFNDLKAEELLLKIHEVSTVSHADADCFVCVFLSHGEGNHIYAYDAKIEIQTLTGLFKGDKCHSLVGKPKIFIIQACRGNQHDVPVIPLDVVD
Target sequence (P55212 194-293 limits assumed): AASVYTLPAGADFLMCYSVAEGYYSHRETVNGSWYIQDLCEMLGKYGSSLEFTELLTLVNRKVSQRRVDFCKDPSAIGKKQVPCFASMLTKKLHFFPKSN
CFTR F508del cor: F508del CFTR correction, initial screen, CFBE line, single point; CFBE cells, YFP halide quenching; stimulated with forskolin plus potentiator P3; % fluorescence drop versus neutral controls; activity (quench increase), % at 7.58 µM; actives 0.36% (n = 350,000); AID 720511, 2013;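 active means mean added fluorescence quench of at least 8% versus neutral control, with both replicates also reaching 8%; inconclusive means only one of the mean or replicate conditions met; inactive means mean below 8% and not both replicates reaching 8%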;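 further: cells transiently co-express mutant CFTR-F508del with the halide-sensitive YFP; corrector assay measuring rescue of mutant channel to the surface after 24 h compound exposure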
E-selectin induc: E-selectin induction in HUVECs, primary screen, imaging, HUVEC, immunofluorescence imaging, single point | P16581 | activation, % at 7.58 µM | normalized: neutral wells 0, TNF-alpha wells 100 | AID 686992, 2013 | actives 0.37% (n = 260,000);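 active means mean E-selectin-positive cell signal at least 10% of the positive control, reached in at least 60% of replicates, without over 20% cell loss; inconclusive means no rule given, readout overlaps actives, possibly toxicity-flagged; inactive means the rest, including those meeting only one limit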;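 further: in these data hits start at about 27%; measured in HUVEC primary endothelial cells; signal is the percent of cells scored E-selectin positive by PE staining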
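material = human umbilical vein endothelial cells (HUVEC), E-selectin induction | quantity = 3,000 cells/well | medium = EGM-2 growth medium on 0.1% gelatin-coated wells | technique = immunofluorescence imaging | read-out basis = % PE-positive cells | control set = TNF-alpha positive control, DMSO neutral control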
INS-1E GSIS act: GLuc luminescence reporter in INS-1E cells, primary screen for activators of glucose-dependent secretion of insulin; actives 0.61% (n = 370,000); AID 743287, 2014; INS-1E GLuc reporter insulin secretion, 2-3 h; activation, % at 16.6 µM;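 active means lowest replicate activation of at least 40%, so every replicate reaches that level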;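 further: 0% = median of neutral control wells and 100% = median of IBMX positive control wells; some compounds called inactive have numbers as strong as hits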
RAD54 inh: inhibitors of human RAD54 branch migration, primary screen, biochemical, fluorescence, single point. DNA repair and recombination protein RAD54-like (Homo sapiens), Q92698. RAD54 Holliday junction branch migration, FAM/BHQ fluorescence. inhibition, % at 10.4 µM. actives 0.14% (n = 360,000);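 active means mean normalized replicate activity at least 40 and at least half of replicates scoring 40 or more; inconclusive means only one of the two criteria met; inactive means mean below 40 and under half of replicates reaching 40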;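 further: 0% = median of neutral control wells and 100% = median of positive control wells; inhibitors cause a drop in the FAM fluorescence signal; in these data hits start at about 50%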
Target sequence (Q92698 whole entry, looked up): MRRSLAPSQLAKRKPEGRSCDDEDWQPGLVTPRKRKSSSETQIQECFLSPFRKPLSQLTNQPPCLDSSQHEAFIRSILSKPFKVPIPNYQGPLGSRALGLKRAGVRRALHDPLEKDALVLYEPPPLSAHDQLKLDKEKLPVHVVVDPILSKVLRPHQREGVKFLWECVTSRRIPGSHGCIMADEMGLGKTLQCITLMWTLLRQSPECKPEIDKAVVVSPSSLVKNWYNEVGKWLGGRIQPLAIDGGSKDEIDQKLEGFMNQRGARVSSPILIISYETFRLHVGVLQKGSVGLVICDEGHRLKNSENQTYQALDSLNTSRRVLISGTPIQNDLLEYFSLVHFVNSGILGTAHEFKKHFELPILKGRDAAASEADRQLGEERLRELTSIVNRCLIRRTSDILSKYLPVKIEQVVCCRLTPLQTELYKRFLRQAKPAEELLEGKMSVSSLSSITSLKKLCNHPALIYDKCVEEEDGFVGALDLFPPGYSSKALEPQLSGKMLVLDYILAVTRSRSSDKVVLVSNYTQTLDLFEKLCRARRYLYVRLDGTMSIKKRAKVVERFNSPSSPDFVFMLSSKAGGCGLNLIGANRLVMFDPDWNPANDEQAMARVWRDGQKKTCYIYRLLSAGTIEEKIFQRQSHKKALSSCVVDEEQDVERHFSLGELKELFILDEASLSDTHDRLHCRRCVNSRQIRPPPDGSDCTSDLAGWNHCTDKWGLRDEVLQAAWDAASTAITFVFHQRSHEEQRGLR
Xi reactivation: activators of inactive X chromosome reactivation, primary screen, imaging, XiGFP fibroblasts, GFP high-content imaging, set 2; actives 0.055% (n = 360,000); XiGFP mouse fibroblasts, % GFP-positive cells imaging, 3 d; cells co-treated with 5-aza-dC sensitizer; scaled so ellipticine positive control = 100%; AID 743238, 2013; activation, % at 7.58 µM;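 active means mean normalized replicate activation at least 10% and every replicate at or above 10%; inconclusive means only one of the two criteria met; inactive means mean below 10% and not all replicates reach 10%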;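 further: 0% = median of on-plate neutral control wells and 100% = ellipticine 6 µM median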
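Material: XiGFP fibroblasts, SV40-immortalized. Buffer or medium: DMEM plus 5-aza-dC sensitizer. Compound: single concentration per compound, delivered by pin transfer. Times: 3 days compound exposure. Controls: ellipticine 6 µM.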
Numbers without * were called inactive; u = inconclusive; x = not tested or not shown. Rows are unselected; about 3.7% have a hit in one of these screens.

SMILES	RAD52 anneal inh	DENV2 CPE	Casp6 inh	CFTR F508del cor	E-selectin induc	INS-1E GSIS act	RAD54 inh	Xi reactivation
O=C1C2C3C=CC(C3)C2S(=O)(=O)C2C3C=CC(C3)C12 (stereo not given)	-5	-7	9	-3.3	0.9	x	-7	0.2
COc1ccccc1C(=O)O/N=C(/c1ccncc1)c1ccc([N+](=O)[O-])cc1	-1	14	3	-1.3	x	28	x	0.1
OCC[C@@H]1C[C@H](O)[C@@H](O)[C@@]2(OCCCc3cc(Cl)ccc32)O1	1	-3	-2	0.2	0.0	21	-2	-0.1
Cc1ccccc1-n1c(SCC(=O)N/N=C/C=C/c2ccccc2[N+](=O)[O-])nc2ccccc2c1=O	0	x	0	x	1.3	25	x	0.5
CC(C)C(=O)N1CCC1(C)C(=O)Nc1cc(-c2ccccc2)nn1C (stereo not given)	-6	9	-1	0.9	x	x	6	0.0
O=C(CCNC(=O)c1ccc(Br)cc1)Nc1cc(Cl)ccc1-n1cncn1	-9	-8	2	1.3	0.6	-14	11	0.1
CCCNC(=O)/C(C#N)=C1\N=C(NC(=O)c2cccs2)c2ccccc21	-22	-12	1	0.3	x	22	-5	0.1
COc1ccccc1-c1ccc2c(c1)O[C@H](CN(C)C(=O)c1ccccc1)[C@@H](C)CN([C@@H](C)CO)S2(=O)=O	31	13	1	x	-0.5	-20	-4	-0.4
N#Cc1ccc2nc(-c3ccc(CN4CCC5(CC4)CNc4ccccc45)cc3)c(-c3ccccc3)nc2c1	-5	4	-2	-1.6	0.2	x	x	0.1
CO[C@H]1CN(C)C(=O)c2ccc(NC(=O)NC(C)C)cc2OC[C@@H](C)N(C(=O)NC(C)C)C[C@H]1C	21	4	-11	-2.1	0.2	14	-6	0.1
CC(=O)S[C@@H]1CC2=CC(=O)CC[C@]2(C)[C@H]2CC[C@@]3(C)[C@@H](CC[C@@]34CCC(=O)O4)[C@H]12	-4	3	-3	0.6	0.7	x	0	0.0
CCCC1NC(=O)c2cccnc2-n2c1nc1ccc(Br)cc1c2=O (stereo not given)	9	-7	21	3.6	-0.2	1	3	1.5
CC(C)[C@H](NC(=O)[C@@H]1Cc2ccccc2CN1)C(=O)NC1CCCCC1	-8	-2	1	-3.8	1.0	x	-5	0.0
Cc1ccc(S(=O)(=O)N2CCOCC2)cc1NC(=O)CSc1nnc(COc2ccccc2F)n1N	-14	-2	-75	28*	-0.3	8	-4	-0.1
O=C(CNC(=O)c1cc(S(=O)(=O)N2CCCCC2)ccc1N1CCOCC1)Nc1ccc(F)c(F)c1	-11	10	2	-3.3	3.0	-13	x	0.2
Cc1ccc(CSCCNS(=O)(=O)c2ccc([N+](=O)[O-])cc2)cc1	5	-8	0	-1.0	0.4	-54	5	0.0
CN(C)C(=O)c1ccc(-c2ccccc2[C@H]2[C@H](C#N)N(C(=O)C3CCC3)[C@H]2CO)cc1	-2	-5	0	2.7	0.1	12	x	0.2
Cc1ccc(S(=O)(=O)Nc2ccc3c(c2)C(=O)N([C@@H](C)CO)C[C@H](C)[C@@H](CN(C)S(=O)(=O)c2cccs2)OCCCC[C@@H](C)O3)cc1	14	16	-1	1.8	0.2	-4	5	0.1
c1cncc(-c2ccc3ncnc(NCc4cccs4)c3c2)c1	-12	-3	0	0.4	0.5	39	9	0.1
Cc1ccc(C(O)(CNCc2ccccc2)c2ccccc2)cc1 (stereo not given)	1	-1	-4	x	0.4	-42	2	0.4
C/C(=N\NC(=O)c1ccc2c(c1)OCO2)c1ccc(O)cc1	-14	u	-1	0.1	x	-7	x	0.0
CC=Cc1ccc2n(c1=O)C[C@@H]1[C@@H](CO)[C@H](C(=O)Nc3nccs3)N(Cc3ccccc3F)[C@H]21 (mixture of isomers)	-25	0	0	-1.3	-0.5	8	-14	0.3
Cc1ccc(C(=O)N/C(=C\c2ccco2)C(=O)N2CC(C)OC(C)C2)cc1C (stereo not given)	-31	7	5	-1.7	-1.3	-15	-11	0.2
C=CCn1c(C)cc(C(=O)Cn2nc(C(=O)O)c3ccccc3c2=O)c1C	-15	1	1	2.0	0.1	28	-2	0.0
CC(C)NC(=O)N(C)C[C@@H]1Oc2ncc(C#Cc3ccccc3F)cc2C(=O)N([C@@H](C)CO)C[C@H]1C	1	-1	2	1.7	0.3	5	3	0.0

Other results:
SMILES	RAD52 anneal inh	DENV2 CPE	Casp6 inh	CFTR F508del cor	E-selectin induc	INS-1E GSIS act	RAD54 inh	Xi reactivation
COc1ccc(CC(NC(C)=O)C(=O)NC2CCN(S(=O)(=O)c3ccccc3)CC2)c(OC)c1 (stereo not given)	-16	-3	-2	0.3	x	-2	0	0.0
COC(=O)c1cc2c(c3c4cc(C)ccc4n(S(=O)(=O)c4ccc(C)cc4)c13)C(=O)N(Cc1ccc(C(F)(F)F)cc1)C2	-23	0	-4	-2.8	0.0	x	x	0.0
Cc1nn2cc(-c3ccc(Cl)cc3)cnc2c1Cl	-9	6	-2	-0.4	2.4	3	-12	0.2
COc1ccccc1N(CC(=O)NC1CCCC1)S(=O)(=O)c1ccc(C)cc1	-3	7	1	2.7	0.5	8	10	0.0
C[C@H]1CN([C@@H](C)CO)C(=O)c2cc(NC(=O)c3ccncc3)ccc2O[C@@H]1CN(C)Cc1ccccc1	11	4	0	-0.5	-0.3	4	1	0.0
CCC(C)c1ccccc1NC(=O)COC(=O)c1ccc(N2CCCC2)c([N+](=O)[O-])c1 (stereo not given)	-15	2	-1	x	x	3	x	0.1
COc1ccc(C(=O)Nc2c3c(nn2C(C)(C)C)CS(=O)(=O)C3)cc1OC	-9	-8	-2	-1.8	x	14	-22	0.2
CCCCC(=O)Nc1nc2ccc(C(=O)OC)cc2s1	-8	x	0	-0.9	x	2	x	0.0
O=[N+]([O-])c1cccc(N(CC(O)CN2CCCCC2)S(=O)(=O)c2ccccc2)c1 (stereo not given)	-6	-4	-5	-0.5	-0.5	10	4	0.2
CC(=O)Oc1ccc(-c2cccc(C(=O)NCCCO)c2)cc1	x	x	x	x	-0.4	16	-4	0.3
Cc1nn(-c2ccc(F)cc2)c(Cl)c1C(=O)NCC1CCCO1 (stereo not given)	-19	0	-1	-2.1	x	3	-1	-0.2
C[C@@H]1CN([C@@H](C)CO)C(=O)c2cc(C#CCN(C)C)cnc2O[C@@H]1CN(C)Cc1ccccc1	14	9	2	0.5	-0.1	11	-7	-1.0
CCc1c(C)sc2nc3c(C(=O)N4CCOCC4)cc(C(=O)c4ccccc4O)cn3c(=O)c12	-26	2	1	-1.2	x	-2	1	0.1
COc1ccc(CCNC(=O)CNCC(c2ccccc2)N(C)C)cc1OC (stereo not given)	-6	5	-6	0.0	-0.1	11	1	-0.1
CCN1C(=O)/C(=C2\SC(=S)N(NC(=O)c3ccccc3O)C2=O)c2ccccc21	-10	11	-1	0.1	6.2	-16	x	0.0
COC(=O)CCc1sc(Nc2ccc(Br)cc2)nc1-c1ccc(OC)cc1	-29	0	0	x	0.6	-14	4	0.3
CN(C)c1ccc(CC(=O)N2CCCCC2c2cc(C(=O)Nc3cccc4c3CCCC4)no2)cc1 (stereo not given)	-12	13	-1	0.3	-0.9	-2	-3	0.2
CCOc1ccccc1CN1CCC(n2nccc2NC(=O)C2CCCC2)CC1	-13	-2	-8	1.3	-0.3	-1	1	-0.2
COc1ccc2[nH]cc(CCNC(=O)/C=C/[C@H]3O[C@@H](n4cnc5c(NC(=O)c6ccccc6)ncnc54)[C@H](O)[C@@H]3O)c2c1	-12	8	2	2.5	-0.1	-6	2	0.0
COc1ccccc1C(=O)NCCC(=O)NNC(=O)c1ccccc1O	7	-9	-7	2.9	-0.8	-1	-3	-0.1
Cc1ccc(NC(=O)c2ccc(OC(=O)COc3ccc(Cl)cc3C)cc2)cc1	-5	-1	0	x	7.8	6	x	-0.1
CN1CCN(C(=O)C[C@@H]2CC[C@H]3[C@H](COc4ccc(NC(=O)C5CCC5)cc4C(=O)N3C)O2)CC1	-7	6	-3	-1.2	-0.1	5	x	0.0
Cc1cnnn1-c1cccc([N+](=O)[O-])c1	-2	0	4	-1.0	x	3	2	0.0
CC1CC(C)CN(CCOCCSc2ccc(Cl)cc2)C1 (stereo not given)	0	-2	x	4.2	x	-8	x	0.1
O=S(=O)(c1ccsc1)N1CC=C(c2ccccc2)CC1	-8	u	-8	-0.2	0.3	22	-1	0.1

Profiles as entered above. Order of values: RAD52 anneal inh | DENV2 CPE | Casp6 inh | CFTR F508del cor | E-selectin induc | INS-1E GSIS act | RAD54 inh | Xi reactivation
`O=[N+]([O-])c1cccc(N(CC(O)CN2CCCCC2)S(=O)(=O)c2ccccc2)c1` (stereo not given) as listed: -6 | -4 | -5 | -0.5 | -0.5 | 10 | 4 | 0.2
`COc1ccc(C(=O)Nc2c3c(nn2C(C)(C)C)CS(=O)(=O)C3)cc1OC` as listed: -9 | -8 | -2 | -1.8 | x | 14 | -22 | 0.2

Next part
SMILES	RAD52 anneal inh	DENV2 CPE	Casp6 inh	CFTR F508del cor	E-selectin induc	INS-1E GSIS act	RAD54 inh	Xi reactivation
COC(=O)CC(c1ccccc1F)N1Cc2ccccc2C1=O (stereo not given)	-6	16	-2	2.5	x	4	-2	0.1
CCN(C(=O)CSc1n[nH]c(-c2cccs2)n1)C1CCS(=O)(=O)C1 (stereo not given)	-11	2	-1	1.2	x	11	-17	-0.3
CC(=O)Nc1ccc(Oc2ccc3c(c2)C(=O)NC3=O)cc1	-16	-2	-1	0.4	x	7	-2	0.0
CCNC(=O)C[C@@H]1CC[C@H]2[C@@H](COc3ccc(NC(=O)Nc4ccccc4OC)cc3C(=O)N2C)O1	2	-2	-2	-1.9	0.3	7	1	0.3
CCn1c(C)nc2cc(C(=O)NNC(=S)Nc3ccc(C)cc3)ccc21	-9	-3	2	1.8	-0.7	0	-10	-0.1
COc1ccccc1NC(=O)N[C@@H]1CC[C@@H](CC(=O)N[C@H](C)c2ccccc2)O[C@@H]1CO	-12	4	-1	0.1	-0.1	13	-1	-0.1

Looked up above.
DENV2 CPE result of CCNC(=O)C[C@@H]1CC[C@H]2[C@@H](COc3ccc(NC(=O)Nc4ccccc4OC)cc3C(=O)N2C)O1 → -2
DENV2 CPE result of COc1ccccc1NC(=O)N[C@@H]1CC[C@@H](CC(=O)N[C@H](C)c2ccccc2)O[C@@H]1CO → 4
Xi reactivation result of CCn1c(C)nc2cc(C(=O)NNC(=S)Nc3ccc(C)cc3)ccc21 → -0.1

Screening results as filed in PubChem BioAssay.
